TDP2 absorb – human TDP2 enzyme inhibitors, primary screen, biochemical, epi absorbance, recombinant enzyme | Tyrosyl-DNA phosphodiesterase 2 (Homo sapiens), O95551 | AID 720702, 2013 | 370,000 tested, 0.34% active | T5PNP hydrolysis, p-nitrophenol absorbance 415 nm | inhibition, % at 12.8 µM;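 active means inhibition above the mean of all tested compounds plus 3 SD, set per campaign, cut at about 25% in these data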;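 further: 0% = DMSO with enzyme and 100% = buffer with substrate but no TDP2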
Target sequence (O95551 whole entry, looked up): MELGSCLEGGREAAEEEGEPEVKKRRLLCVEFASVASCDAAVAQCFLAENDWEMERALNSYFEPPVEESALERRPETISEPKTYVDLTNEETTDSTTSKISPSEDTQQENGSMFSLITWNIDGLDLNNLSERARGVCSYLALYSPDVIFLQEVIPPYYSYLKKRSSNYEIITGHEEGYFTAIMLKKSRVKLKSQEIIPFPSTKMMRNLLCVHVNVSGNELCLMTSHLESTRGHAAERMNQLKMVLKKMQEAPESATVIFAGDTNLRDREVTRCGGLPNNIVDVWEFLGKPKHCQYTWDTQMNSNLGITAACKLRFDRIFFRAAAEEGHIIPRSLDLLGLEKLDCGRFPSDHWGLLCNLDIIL
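Assay system: recombinant human TDP2 / Reagent: T5PNP substrate at 5 mM, a TopII-DNA adduct mimic / Measured by: epi absorbance from released p-nitrophenol / Evaluation: % inhibition relative to enzyme-containing and enzyme-free wells / Control set: enzyme-free and DMSO wells / Replicates: each compound tested once, singlicate / Schedule: enzyme reaction with compound for 2 h at 37 °C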
LEDGF integ inh – blockers of LEDGF/p75-dependent integrase strand transfer – biochemical, TR-FRET, high throughput, primary screen. HIV-1 integrase (with human LEDGF/p75). TR-FRET IN-LEDGF/p75 DNA integration, Eu/Cy5. inhibition, % at 3.7 µM. 370,000 tested, 0.64% active;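 active means inhibition above the screen-wide mean plus 3 SD, cut at about 13% in these data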;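 further: signal is the Cy5 over europium emission ratio at 671 and 618 nm; 0% = plate median of compound wells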
mABHD4 FP – ABHD4 inhibitors, primary screen, biochemical, fluorescence polarization, mouse; 370,000 tested, 0.54% active; AID 720543, 2013; inhibition, % at 8.92 µM; (Lyso)-N-acylphosphatidylethanolamine lipase (Mus musculus), Q8VD66; purified mABHD4, FP-Rh probe fluorescence polarization;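 active means inhibition exceeding the mean over every tested compound plus 3 SD, cut at about 30% in these data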;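 further: 0% = plate median of compound wells and 100% = S159A mutant with DMSO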
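Test system: mABHD4 protein | Buffer or medium: HEPES pH 7.0 buffer, 150 mM NaCl, 0.01% Pluronic F-127 | Probe or stimulus: FP-Rh fluorescent activity-based probe, added after compound pre-incubation | Timing: Pre-incubation 45 min, probe exposure 60 min, at 25 °C | Technique: Fluorescence polarization, excitation 525 nm, emission 598 nm, BODIPY TMR filters | Repeats: Single well per compound (singlicate)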
SIAE inh – human SIAE inhibitors, primary screen, biochemical, fluorescence polarization, FP-Rh probe, 1536-well HTS; Sialate O-acetylesterase (Homo sapiens), Q9HAT2; SIAE FP-Rh probe binding; inhibition, % at 9.66 µM; 370,000 tested, 0.69% active; AID 1053197, 2014;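 active means inhibition above a cutoff: mean of compounds within the control limits plus 3 SD of those, cut at about 17% in these data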;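 further: 0% = plate median of compound wells and 100% = probe without SIAE protein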
UHRF1 binding – UHRF1 methylated DNA binding inhibitors, primary screen, counter-screen for MBD2 inhibitor project, biochemical, TR-FRET, human UHRF1, single concentration | inhibition, % at 4.4 µM | E3 ubiquitin-protein ligase UHRF1 (Homo sapiens), Q96T88 | 370,000 tested, 0.75% active | UHRF1 binding to methylated oligo; in the data active means inhibition above about 21%;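 further: UHRF1 SRA domain binding a hemimethylated CpG hairpin DNA probe; 0% = median of test compound wells and 100% = reference inhibitor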
PG9 binder – binders of HIV-1 gp120 antibody PG9, primary screen, biochemical, TR-FRET; TR-FRET gp120-PG9 antibody binding; inhibition, % at 6.7 µM; 360,000 tested, 0.43% active; AID 624416, 2012; in the data active means inhibition above about 8.5%
TCR CD3 inh – inhibitors of human TCR-CD3 interaction, primary screen, biochemical, fluorescence, TAMRA-labeled TCR probe; inhibition, % at 9.4 µM; 360,000 tested, 0.37% active; AID 651800, 2012; in the data active means inhibition above about 19%;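 further: recombinant mutant TCR 2C K166C tagged with TAMRA read by polarization; 0% = receptor in buffer alone and 100% = receptor with positive control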
Tn7 DDE FP – inhibitors of Tn7 peptide binding to fibrin DD(E), primary screen, biochemical, fluorescence polarization, human fibrin, Tn7 probe. FP displacement of FITC-Tn7 peptide from fibrin DD(E); 0% = median of compound wells per plate. 370,000 tested, 0.13% active. AID 720508, 2013. Fibrinogen beta chain (Homo sapiens), P02675. inhibition, % at 8.3 µM;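 active means inhibition above the mean of compounds falling within the control limits plus 3 SD of them, cut at about 14% in these data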;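 further: 0% = plate median of compound wells and 100% = 10 µM Aha-Tn7 peptide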
Target sequence (P02675 whole entry, looked up): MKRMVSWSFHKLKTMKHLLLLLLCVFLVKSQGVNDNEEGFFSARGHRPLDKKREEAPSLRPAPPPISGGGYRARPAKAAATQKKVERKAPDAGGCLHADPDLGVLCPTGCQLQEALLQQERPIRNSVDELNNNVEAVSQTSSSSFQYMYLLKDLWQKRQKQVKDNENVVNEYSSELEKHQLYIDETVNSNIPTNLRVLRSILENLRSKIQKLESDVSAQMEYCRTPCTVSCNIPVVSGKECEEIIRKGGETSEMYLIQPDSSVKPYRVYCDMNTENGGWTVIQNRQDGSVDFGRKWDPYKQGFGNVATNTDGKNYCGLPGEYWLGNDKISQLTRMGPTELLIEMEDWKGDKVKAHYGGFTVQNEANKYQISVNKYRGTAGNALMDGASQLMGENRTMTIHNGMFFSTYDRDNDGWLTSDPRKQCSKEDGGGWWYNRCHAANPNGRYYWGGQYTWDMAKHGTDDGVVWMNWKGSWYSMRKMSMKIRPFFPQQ
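Assay system: human fibrin DD(E) protein / Input: 2 µM fibrin DD(E) / Benchmarks: high control of 10 µM Aha-Tn7 peptide / Measured by: fluorescence polarization of the labelled Tn7 tracer / Medium: Tris buffer with calcium and detergent, pH 7.8 / Timing: 10 min compound pre-incubation, 3 h probe incubation at room temperature / Repeats: one replicate per compound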
PRMT1 inh – PRMT1 methyltransferase inhibitors, primary screen, biochemical, fluorescence polarization; Protein arginine N-methyltransferase 1 (Homo sapiens), Q99873; 370,000 tested, 1.3% active; inhibition, % at 2.79 µM; recombinant PRMT1, activity-based probe fluorescence polarization;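 active means inhibition above about 21% made by adding two undisclosed values, limit read from the data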
HTRA1 inhibitor – HTRA1 serine protease inhibitors, primary screen, biochemical, fluorescence polarization, HTS. recombinant HTRA1, FP-rhodamine activity-based probe. inhibition, % at 5.96 µM. 340,000 tested, 0.5% active. AID 504803, 2011; in the data active means inhibition above about 36%;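 further: 0% = enzyme with DMSO and 100% = wells lacking enzyme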
Starred values were filed as active, the others as inactive; x = no result given.

SMILES	TDP2 absorb	LEDGF integ inh	mABHD4 FP	SIAE inh	UHRF1 binding	PG9 binder	TCR CD3 inh	Tn7 DDE FP	PRMT1 inh	HTRA1 inhibitor
CCOC(=O)c1cccc(NC(=O)CN(C)S(=O)(=O)c2ccco2)c1	1	3	3	-3	2	x	x	-3	4	x
O=C(Nc1ccccc1)c1cc(S(=O)(=O)N2CCCCC2)ccc1N1CCOCC1	-5	2	6	-2	0	-1.9	7	0	-12	0
CC(=O)Nc1cccc(C(=O)/C=C/c2ccc(C)cc2)c1	-5	0	-11	-3	-3	-3.4	3	-7	1	-9
Cc1ccc(NC(=S)Nc2ccc(-c3nnc4n3CCCCC4)cc2)cc1C	2	-3	-2	4	-2	-1.5	-1	-8	-8	x
COc1ccc(NC(=O)[C@H](COCc2ccccc2)NC(=O)OC(C)(C)C)cc1	8	-2	-5	2	-1	1.2	-2	5	-1	-4
COC(=O)[C@@]12CCCCC3=C1N(CCC3)C(=O)[C@H]2CC(=O)NCC1CCCCC1	-3	-1	2	-2	-3	x	x	6	0	x
CCOCC(=O)Nc1ccc(S(=O)(=O)N2CCC(c3nc4ccccc4[nH]3)CC2)cc1	-8	1	5	6	-2	0.5	4	4	0	-4
CCOc1ccccc1NC(=O)CSc1nnc(-c2cccnc2)o1	1	-3	6	2	1	-0.1	-4	5	20	-5
O=C(Cn1cnc([N+](=O)[O-])c1)Nc1cc(Oc2ccc(Cl)cc2Cl)cc([N+](=O)[O-])c1	5	-3	-38	-47	4	-0.9	9	9	1	-62
Cc1ccn(CC(=O)N2CCCC(N3CCN(c4ccc(F)cc4)CC3)C2)n1 (configuration not stated)	5	2	-2	2	-1	0.4	2	-5	-3	3
COc1ccc(N(C(=O)c2cccnc2)S(=O)(=O)c2cc(OC)ccc2OC)cc1	2	-5	1	2	2	0.3	-3	-3	5	5
Cc1nn(C)c(C)c1NS(=O)(=O)c1ccc(Cl)cc1	-5	0	2	13	1	-0.4	7	1	-2	2
N=C1/C(=C\c2ccc(Br)o2)C(=O)N=C2SC(CC(=O)N3CCOCC3)=NN12	5	22*	-49	-25	18	-2.6	2	3	10	-12
COCC(=O)Nc1c(C(=O)Nc2ccccc2OC)oc2ccccc12	-5	0	-4	-5	-2	1.1	9	-3	-2	-6
Cc1[nH]nc2ncc(C(=O)c3cc(Cl)cc(Cl)c3O)cc12	4	1	-2	-7	-1	1.6	4	-7	-1	-23
COCCn1c(SCc2ccc(C)cc2)nc2c1c(=O)[nH]c(=O)n2C	0	0	3	2	-1	0.9	19	12	0	x
O=C(CSc1nnnn1-c1ccccc1)CSc1nnnn1-c1ccccc1	6	1	-15	2	0	-2.4	3	-2	-1	-6
COc1ccc(NC(=O)N(C2CCCCC2)C2CCN(C(C)C)CC2)c(OC)c1	7	0	7	3	1	0.4	2	-2	0	3
COCc1cc(CN2CCN(C)CC2)c(O)c2ncccc12	-3	-2	4	1	-6	0.6	6	2	-2	15
O=C(CSc1nc(NS(=O)(=O)c2ccccc2)cc(=O)[nH]1)Nc1ccccc1C(F)(F)F	4	1	0	-9	3	0.6	5	2	7	-6
COc1ccc(CC(N)c2csc(NC(=O)Cc3ccccc3)n2)cc1 (configuration not stated)	-5	1	10	-5	-1	0.2	0	-9	4	x
O=C(CSc1nnc(-c2ccncc2)n1CC1CCCO1)Nc1ccccc1Cl (configuration not stated)	6	-1	0	1	1	-0.7	2	0	-6	5
COC(=O)c1ccc(Cn2nnc3c(=O)[nH]c(C4CCN(S(=O)(=O)c5cc(C)ccc5C)CC4)nc32)cc1	6	1	4	-15	17	-1.1	4	0	1	-5
CCOc1ccc(NC(=O)CC(Cc2cc(C)cc(C)c2)C(=O)O)cc1 (configuration not stated)	2	0	-1	9	-3	1.4	-10	0	0	6
COc1ccc(OCC(=O)N2CCN(C(=O)c3ccc(F)cc3)CC2)cc1	9	-3	4	0	0	-0.2	-3	-3	2	-1
Cc1ccc(CCNC(=O)CS(=O)Cc2nc(-c3ccccc3Cl)oc2C)cc1 (configuration not stated)	-22	0	-9	-4	5	-4.5	-9	-4	4	-1
Cc1cc(C)c2c(CC(=O)NC(C)C)coc2c1	9	0	-4	-1	2	3.0	-7	1	5	4
COc1ccc(-c2ccc(=O)n(CC(=O)NCc3ccco3)n2)cc1	15	2	-2	2	-1	0.3	7	7	-1	-3
COc1ccc(NC(=O)CC(C)=O)c(OC)c1	-3	1	0	3	0	-1.8	1	3	3	3
N#Cc1ccc(CSc2nnc(NC(=O)c3ccc4ncsc4c3)s2)cc1	3	9	-1	-9	-1	32*	2	-4	2	-6
O=C(COC(=O)Cc1ccccc1[N+](=O)[O-])NC1CCCC1	5	2	-1	11	-2	-1.6	19	-2	-3	7
Cc1ccc(S(=O)(=O)/N=C(/Nc2cccc3ccccc23)c2ccc(F)cc2)cc1	-8	-1	-3	-5	-2	-0.9	9	-3	2	-27
COc1ccc(NC(=S)N2CCN(C(=O)c3ccccc3)CC2)cc1	15	0	-4	3	0	-0.4	-3	6	-3	-2
CCOc1ccc(CCN2C(=S)N([C@@H](CC(C)C)CN3CCC[C@@H]3CN3C(=S)NC[C@@H]3Cc3ccccc3)C[C@@H]2Cc2ccc(O)cc2)cc1	0	0	-8	-14	-3	-1.6	-3	4	-4	x
ON=C1c2ccccc2-c2ccccc21	-16	0	-18	2	1	-0.8	3	-4	-1	-15
O=c1onc(-c2cccnc2)n1-c1ccccc1F	7	4	2	4	-3	-0.3	2	2	-3	6
CC(=O)c1cc2c(cc1NS(=O)(=O)c1ccc(C)cc1)OCCO2	5	0	-5	-4	-3	-0.2	1	1	-2	-2
O=C(CCCn1cnc([N+](=O)[O-])n1)Nc1cccc(Cl)c1Cl	-3	4	0	0	2	1.8	-4	-8	-3	-10
CCOC(=O)c1cc(C)sc1NC(=O)CSc1nccn1C	-5	4	-1	2	-2	-3.9	12	-6	-6	-4
O=C(Nc1ccc(Oc2cccnc2)cc1)c1ccc([N+](=O)[O-])cc1	10	-1	5	7	-2	-2.3	11	-2	0	-13
O=C(/C=C/c1ccccc1)NCC(=O)N/N=C\c1cccnc1	2	1	-1	-3	-2	-0.8	12	0	0	-3
CC(Oc1ccc(Cl)cc1)C(=O)NCC1CCCO1 (configuration not stated)	-2	3	5	2	1	-2.1	1	-1	-2	1
CN(C)/C=N/NC(=O)c1ccccc1	-10	-2	-17	-9	7	-0.3	2	0	5	6
Cc1ccc(C)c(NC(=O)CSc2nc3ccccc3nc2N2CCOCC2)c1	3	2	-1	-2	0	-1.8	-2	-8	-2	4
CSc1ccc(S(=O)(=O)N(CC(=O)NN=C2CCN(C)CC2)c2ccc(C)cc2)cc1	-1	-1	-5	-3	-2	0.6	-1	5	0	-36
Cc1noc(C)c1COc1ccc(C(=O)OCC(=O)OC(C)(C)C)cc1	2	3	0	0	1	0.7	2	-7	0	-5
Cc1cc(C)nc(Nc2ccc(C)c([N+](=O)[O-])c2)n1	-10	4	5	0	-4	-4.2	-2	-9	-1	-3
CCCNC(=O)N[C@H]1C=C[C@H](CC(=O)OC)O[C@@H]1CO	-6	-3	2	1	3	1.7	1	-3	0	x
COC(=O)C1=C(C)N(Cc2ccccc2)C(=NCCCOC(C)C)N[C@H]1c1ccccc1	-7	-1	4	-2	-2	-0.4	8	1	1	-7
CS(=O)(=O)Cc1nc2ccccc2n1CC(=O)Nc1cccc(S(=O)(=O)N2CCCC2)c1	-6	-2	-6	-18	1	-0.5	-2	0	2	-8

Screening results (PubChem)
